Assay outcomes as filed in PubChem.
Gal4-VP16 FLuc = inhibits Gal4-VP16 luciferase reporter, ROR gamma counter-screen; Potency, µM (series often up to 53.6 µM), without a hit: at the top dose activity, negative = inhibition, hits mostly inhibitors; AID 2546; 310,000 compounds, 3.5% hits; Drosophila S2 Gal4-VP16 UAS-luciferase, luminescence, 20 h;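 further: Gal4-VP16 expression switched on by copper sulfate through the metallothionein promoter; potency means the concentration at half of the fitted maximal effect; on the % scale 0 is the no-effect control and ±100 the full control effect; nearly all actives have a fitted effect of over 50% in size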
RORg inh = inhibitors of mouse ROR gamma transcriptional activity; 310,000 compounds, 5.4% hits; Drosophila S2 Gal4-RORgamma UAS-luciferase reporter, 20 h; AID 2551; Potency, µM (highest dose often 53.6 µM), inactives show at the top dose activity change, negative = inhibition, most hits filed as inhibitors; further: potency means the concentration at half of the fitted maximal effect; on the % scale 0 is the no-effect control and ±100 the full control effect; nearly all actives have a fitted effect of over 60% in size
Target sequence (P51450 whole entry, looked up, the tested form may be a part): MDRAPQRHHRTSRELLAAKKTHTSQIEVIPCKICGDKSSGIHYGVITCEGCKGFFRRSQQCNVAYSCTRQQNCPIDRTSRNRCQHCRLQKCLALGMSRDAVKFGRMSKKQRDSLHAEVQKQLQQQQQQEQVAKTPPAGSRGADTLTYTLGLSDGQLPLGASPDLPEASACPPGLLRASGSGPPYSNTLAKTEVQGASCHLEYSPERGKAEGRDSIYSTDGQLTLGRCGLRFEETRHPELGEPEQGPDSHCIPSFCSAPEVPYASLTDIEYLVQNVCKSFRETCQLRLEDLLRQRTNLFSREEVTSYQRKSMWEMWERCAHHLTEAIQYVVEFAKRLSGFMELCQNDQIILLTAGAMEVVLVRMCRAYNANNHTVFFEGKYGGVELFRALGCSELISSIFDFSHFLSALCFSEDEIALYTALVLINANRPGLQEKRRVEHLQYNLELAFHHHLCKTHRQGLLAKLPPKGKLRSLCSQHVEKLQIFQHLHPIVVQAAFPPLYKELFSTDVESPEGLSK
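Using a luciferase readout, inhibitors were identified by reduced reporter activity in Drosophila cells coexpressing a copper-inducible Gal4–ROR gamma fusion and UAS-driven Photinus luciferase, incubated 20 hr after 700 uM copper sulfate.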
ELG1 genotoxic = inducers of genotoxicity in HEK293T ELG1-luciferase cells. HEK293T ELG1-luciferase reporter, luminescence, 16 h. Potency, µM (highest dose often 46 µM), for the others: at the top dose activity change, positive = activation, most hits filed as activators. 330,000 compounds, 1.3% hits; further: potency means the concentration at half of the fitted maximal effect; % of control where 0% means no effect; nearly all actives have a fitted effect of over 60% in size
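Genotoxic stress is detected as increased luminescence from luciferase-tagged ELG1 in HEK293T cells, measured with ONE-Glo after a 16 hr treatment at 37 °C.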
Rab9 prom act = activates the Rab9 promoter | Potency, µM (titrated, usually from 9.22 µM), for the others: at the top dose activation, negative = inhibition, usual class: activators | AID 485297 | 320,000 compounds, 2.8% hits | Huh7 Rab9 promoter-luciferase reporter, luminescence, 24 h; further: potency means the concentration at half of the fitted maximal effect; % of control where 0% means no effect; nearly all actives have a fitted effect of over 60% in size
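Huh7 reporter line, Rab9 promoter upstream of luciferase. Compound exposure 24 h at 37 °C in reduced-serum medium with 10% FBS. Read-out: luminescence.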
Coupling enz = counter-screen for Giardia aldolase inhibitors: coupling enzyme system; coupling enzyme system counterscreen, AmpLite Red fluorescence; activity change, negative = inhibition, % at 58.2 µM, hits read low; 290,000 compounds, 0.67% hits; AID 2472; in the data active means activity change below about -30%; further: on the % scale 0 is the no-effect control and ±100 the full control effect
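Coupling enzymes only (glyceraldehyde-3-phosphate) + compound, at 57.5 uM final, 10 min RT; add substrate/coupling/AmpLite Red mix, 20 min RT; fluorescence ex 525/em 598 nm. Actives flag coupling-system interference.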
Giardia kill = kills Giardia lamblia. activity change, % at 7.66 µM, hits read low. 340,000 compounds, 0.15% hits. Giardia lamblia trophozoite viability; in the data active means activity change below about -80%; inconclusive means between about -30% and that limit;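 further: parasites exposed to compound for two days anaerobically before the ATP read; on the % scale 0 is the no-effect control and ±100 the full control effect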
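Viability, read as ATP luminescence: trophozoites at 100 cells/well, compound added, 48 hrs anaerobic at 37 deg C, then 15-30 min room-temperature development before reading.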
uPA generation = cell surface uPA generation inhibition | cell surface uPA generation assay, qHTS | Potency, µM (top dose mostly 38.3 µM), without a hit: at the top dose activity change, negative = inhibition, hits mostly inhibitors | 330,000 compounds, 0.31% hits | AID 540303; active means well fitted inhibition curve with a large enough effect; inconclusive means small, poorly fitted or top-dose-only effect; inactive means no such curve, though single readings can be large or run the other way; tested in mouse RAW 264.7 cells; further: potency means the concentration at half of the fitted maximal effect; on the % scale 0 is the no-effect control and ±100 the full control effect; nearly all actives have a fitted effect of over 55% in size
FLuc modulator = counter-screen for miR-21 project: firefly luciferase inhibitors or activators. P08659. purified FLuc, Km substrates, luminescence inhibition. Potency, µM (series often up to 57.5 µM), inactives show top-dose activity change, negative = inhibition, most hits filed as inhibitors. 360,000 compounds, 6.9% hits. AID 588342;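 further: potency means the concentration at half of the fitted maximal effect; plate controls were vehicle for no effect and reference inhibitor for full effect; nearly all actives have a fitted effect of over 55% in size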
Target sequence (P08659 whole entry, looked up): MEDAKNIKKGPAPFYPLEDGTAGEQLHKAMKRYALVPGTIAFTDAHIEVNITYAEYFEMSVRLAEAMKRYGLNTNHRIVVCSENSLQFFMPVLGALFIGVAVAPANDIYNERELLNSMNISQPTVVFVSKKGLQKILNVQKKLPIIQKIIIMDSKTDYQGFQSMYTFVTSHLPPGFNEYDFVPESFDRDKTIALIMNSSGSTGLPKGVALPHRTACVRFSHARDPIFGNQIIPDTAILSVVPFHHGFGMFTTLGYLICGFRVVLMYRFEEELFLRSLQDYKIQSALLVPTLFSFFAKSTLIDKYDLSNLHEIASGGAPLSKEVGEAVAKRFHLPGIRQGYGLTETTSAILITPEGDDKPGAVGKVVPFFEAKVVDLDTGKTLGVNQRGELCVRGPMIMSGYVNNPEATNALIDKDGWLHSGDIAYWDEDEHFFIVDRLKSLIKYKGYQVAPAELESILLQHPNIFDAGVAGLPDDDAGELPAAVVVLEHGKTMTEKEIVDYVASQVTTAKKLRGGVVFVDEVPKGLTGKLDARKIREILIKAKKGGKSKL
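Purified P. pyralis luciferase (10nM final) with 10uM D-luciferin and 10uM ATP (Km levels) in 50mM Tris acetate pH 7.5, 10mM Mg acetate, 0.01% Tween-20, 0.05% BSA; qHTS 6-point titration, ~60 µM downward; luminescence read.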
NPC1 prom act = activators of NPC1 promoter; Huh7 NPC1 promoter luciferase reporter, 24 h; Potency, µM (series often up to 9.22 µM), inactives show at the top dose activation, usual class: activators; 320,000 compounds, 2.4% hits; AID 485313;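 further: potency means the concentration at half of the fitted maximal effect; % of control where 0% means no effect; nearly all actives have a fitted effect of over 60% in size; reporter is driven by a mutant NPC1 promoter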
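Compounds in DMSO were transferred onto Huh7 NPC1-luciferase reporter cells pre-incubated 2 h; after 24 h at 37 °C, Amplite reagent was dispensed and luminescence recorded 10 min later.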
KCNH2 3.1 inh = blocks the human KCNH2 3.1 channel isoform | U2OS KCNH2 3.1, thallium flux FluxOr; stronger effect = lower value | activity change, % (tested at about 1.8 µM) | 340,000 compounds, 0.95% hits;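 active means maximum activity change below -70%; inconclusive means maximum activity change from -70% to -50%; inactive means maximum activity change above -50%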;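 further: thallium influx rate constant from kinetic fluorescence after stimulation buffer; on the % scale 0 is the no-effect control and ±100 the full control effect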
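Thallium flux read-out: FluxOr dye with Red40 quencher in HBSS/HEPES, 45 min at RT. Rate constants from kinetic reads were normalized to positive and negative DMSO controls. Cells: U2OS virally expressing the 3.1 isoform.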
Tb PFK inh = inhibitors of T. brucei phosphofructokinase; O15648; T. brucei PFK, ADP-Glo luminescence; Potency, µM (top dose mostly 57.5 µM), for inactives: at the top dose activity, negative = inhibition, actives largely listed as inhibitors; 330,000 compounds, 0.17% hits; AID 485367;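 further: potency means the concentration at half of the fitted maximal effect; 0% = uninhibited 1x PFK enzyme wells and -100% = no-enzyme wells; nearly all actives have a fitted effect of over 60% in size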
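In TEA buffer at pH 8.0 with 5 mM MgCl2, enzyme (1.25 nM) converted F6P (0.5 mM) and ATP (0.1 mM) for 45 min at room temperature. ADP product was read by luciferase luminescence.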
Numbers without * were called inactive; ? = inconclusive; . = not tested or not shown; [ ] = dose if it differs, or a comment. Unless noted, the call rests on the fitted dose curve; in most records, active means well fitted curve in the direction sought with a large enough effect; inconclusive means small, poorly fitted or top-dose-only effect, or another doubt; inactive means no such curve, though single readings can be large; an effect the other way counts as inactive or inconclusive. No enrichment for hits; overall some 14% were active at least once.

SMILES	Gal4-VP16 FLuc	RORg inh	ELG1 genotoxic	Rab9 prom act	Coupling enz	Giardia kill	uPA generation	FLuc modulator	NPC1 prom act	KCNH2 3.1 inh	Tb PFK inh
O=C(c1cc(-c2ccc(Br)cc2)nc2ccccc12)N1CCN(c2ccccc2O)CC1	.	.	-1%	22%	.	-11	0%	?	17%	-74*	-4%
O=C(O)c1[nH]c2ccccc2c1-c1ccccc1	1%	18%	-1%	2%	-1	22	5%	3%	-4%	-2	0%
CCN(Cc1ccccc1)C(=O)C1CCN(Cc2sccc2C)CC1	-3%	15%	-2%	-5%	3	-1	6%	1%	-1%	-9	-1%
COc1ccc(C2CC(c3c(-c4ccccc4)c4cc(Cl)ccc4[nH]c3=O)=NN2S(C)(=O)=O)cc1 (centres undefined)	-14%	-21%	-21%	0%	0	-13	-1%	-2%	1%	-8	-3%
Cn1c(-c2csc(-c3cccc(C(F)(F)F)c3)n2)n[nH]c1=S	0%	4.5µM*	-5%	-1%	1	0	-3%	4%	-1%	3	-3%
Cc1cc(OC(=O)CNC(=O)OC(C)(C)C)c2c(C)cc(=O)oc2c1	4%	4%	0%	0%	5	-12	.	-4%	-1%	-12	-8%
O=C(NC1CCCCC1)c1ccc(S(=O)(=O)c2ccccc2Cl)c([N+](=O)[O-])c1	?	-6%	-5%	-1%	-4	.	.	5%	-6%	.	-2%
CCCn1c(=O)c2c(c3ccccc31)OC(C)C(=O)N2 (centres undefined)	.	15%[0.365 µM]	16%	-6%	4	-16	-1%	-16%	-2%	2	1%
C/C(=N\n1cnnc1)c1ccc(C#N)cc1	5%	1%	-1%	-3%	2	20	-4%	0%	0%	-27	3%
O=C(Nc1cc(F)ccc1F)N1CCN(c2ccnc3cc(Cl)ccc23)CC1	13µM*	53%	-9%	-12%	4	-13	5%	-1%	-4%	-22	3%
Cc1ccc(N(C(=O)CNC(=O)c2ccco2)C(C(=O)NC2CCCC2)c2cccnc2)cc1 (centres undefined)	14%	-23%	1%	3%	1	-15	3%	2%	-4%	-5	2%
O=C(NCc1ccccc1)c1ccc(CN2CCC(Cc3ccccc3)CC2)cc1	-8%	3%	-9%	0%[1.84 µM]	0	7	-29%	1%	15%	-44	-2%
O=c1[nH]c2ccccc2nc1/C=C(\O)c1cccs1	-5%	31%	?	3.2µM*	0	5	-4%	?	4µM*	-9	-1%
COc1ccc(NC(=O)CSCC(=O)N(C)Cc2ccc(Cl)c(Cl)c2)cc1	.	.	1%	0%	.	-3	-21%	-1%	-1%	21	0%
Cc1cc(C)c(NC(=S)N(Cc2cccnc2)Cc2ccco2)c(C)c1	?	17%	-5%	2%	-2	-9	-7%	1%	-4%	-1	0%
O=C(Nc1ccc(N2CCN(C(=O)c3cccs3)CC2)cc1)c1ccc([N+](=O)[O-])o1	?	13µM*	-13%	2%	.	.	.	5%	-4%	.	-2%
CCc1ccccc1Nc1nc(N)nc(CSCC(=O)Nc2ccc(C)c(C)c2)n1	1%	29%	-1%	-3%	0	-10	-15%	1%	-3%	11	9%
COc1ccc(Nc2cc(Nc3ccc(OC)cc3)ncn2)cc1	-6%	3%	0%	2%	1	-22	7%	2%	-2%	7	0%
COc1ccc(CC(=O)Nc2ccc(-c3noc(-c4ccccc4OC)n3)cc2)cc1	12%	-6%	29%	6%	4	9	4%	-4%	9%	-3	-1%
CCCN1CCC(NC(=O)Nc2ccc(Br)cc2)CC1	2%[10 µM]	19%	6%	-6%	0	-22	2%	-12%	-3%	7	-2%
Cc1cc(CNC(=O)c2cccc([N+](=O)[O-])c2C)c2ccccc2n1	10µM*	-26%	-5%	-26%	1	7	-3%	-1%	-29%	10	?
O=C(N/N=C/C(Br)=C\c1ccccc1)c1ccc2nc[nH]c2c1	7.9µM*	14µM*	11%	1%	0	-13	-9%	12µM*	2%	-21	-5%
COc1ccc(C/C(C)=N/NC(=O)c2ccc(C)cc2C)cc1	-4%	-41%	4%	0%	0	-8	0%	-9%	4%	.	-2%
Cc1cc(NC(=O)c2cc(C)on2)n(-c2ccccc2)n1	-13%	-8%	1%	-1%	4	-6	0%	2%	-6%	10	-9%
COc1ccc(C(=O)O)cc1NS(=O)(=O)c1cccc2nsnc12	.	?	2%	1%	-3	8	3%	1%	0%	1	-2%
O=c1cc(-c2cccs2)oc2ccc(Cl)cc12	-1%	-13%	?	3.2µM*	6	11	.	4.8µM*	3.2µM*	7	2%
CN(C)c1cc[n+](CC(=O)Nc2ccc(Cl)cc2)cc1	3%	31%	-11%	-16%	-2	4	-3%	-5%	-23%	2	-2%
COc1ccccc1-n1c(SCC(=O)NCC2CCCO2)nc2c([nH]c3ccccc32)c1=O (centres undefined)	4%	-1%	7%	0%	.	-16	3%	-8%	2%	4	1%
Cc1onc(C(=O)Nc2cccc(C(F)(F)F)c2)c1[N+](=O)[O-]	?	8%	2%	-2%	.	-11	?	-2%	-1%	0	1%
COc1ccc(-n2nc(N)c3c(=O)oc(N(C)C)nc32)cc1	-10%	3%	3%	-1%	0	-20	7%	6%	-5%	7	5%
COc1cccc(Nc2ccc(N3CCCCC3)cc2)c1OC	.	.	?	2.8µM*	.	-16	-21%	?	3.5µM*	.	-2%
Cc1ccc(NC(=O)COC(=O)c2ccc(C)c(S(=O)(=O)N3CCOCC3)c2)cc1	.	.	8%	-2%	.	8	-2%	0%	-4%	-37	-12%
N#CCCn1cc(/C=N/O)c(-c2ccc(F)cc2)n1	-6%	-14%	-8%	-5%	5	-5	3%	-1%	-2%	2	-1%
CCCc1cc(=O)[nH]c(SCC(=O)N2CCc3cc(OC)c(OC)cc3C2)n1	.	.	2%	0%	.	37[activator]	?	.	2%	21	-6%
N#C/C(Cn1c[n+](NC(=O)Nc2ccccc2)cn1)=N/O	0%	-13%	.	4%	2	5	0%	-7%	2%	8	2%
COc1cccc(NC(=O)CCNC(=O)C2CCN(S(=O)(=O)c3ccc(F)cc3)CC2)c1	-4%	1%	-3%	0%	.	13	-1%	7%	2%	6	-1%
Cc1ccc(S(=O)(=O)N(C)C)cc1NC(=O)COC(=O)c1n[nH]c(=O)c2ccccc12	-4%	?	0%	0%	3	-16	-1%	1%	0%	13	-4%
Cc1ccc(CS(=O)Cc2ccc(C(=O)NC3CCCC(C)C3C)o2)cc1 (centres undefined)	13%	16%	-2%	-3%	0	13	-15%	-1%	-5%	7	1%
CCOc1ccc(C(=O)N[C@H](C(=O)Nc2cccc(S(=O)(=O)N3CCCCC3)c2)C(C)C)cc1	-2%	?	-2%	-2%	1	3	0%	2%	-5%	-4	-3%
CCn1c(COc2ccc3c(c2)CCCC3)nnc1SCC(=O)Nc1ccc(C(=O)OC)cc1	-8%	-7%	-2%	1%	1	-22	6%	2%	-1%	-1	3%
CCn1c(=O)n(CC(=O)NCc2ccco2)c(=O)c2ccccc21	4%	3%	0%	-2%	0	5	-2%	4%	2%	14	-1%
Cc1ccc(Nc2nc(N)c3ccccc3n2)cc1Cl	-24%	17%[1.91 µM]	?	0.63µM*	-1	-14	7.9µM*	0.95µM*	0.56µM*	-2	1%
COc1ncc(-c2ccc3c(c2)S(=O)(=O)c2cccc(C(=O)NCc4ccco4)c2C3=O)cn1	.	.	0%	-3%	.	9	1%	3%	-1%	.	-10%
CCOC(=O)C(=CNc1ccc(Oc2cncc(Cl)c2)nc1)C(=O)OCC	-2%	-4%	-6%	-3%	1	-2	1%	0%	0%	0	1%
COc1ccccc1C(=O)NCc1ccco1	0%	14%	0%	-2%	-1	2	2%	0%	2%	-3	1%
CSc1nc(N2CCN(CCO)CC2)c2sc3nc(-c4ccco4)c4c(c3c2n1)CCC4	-16%	-2%	-9%	2%	0	.	.	0%	-1%	.	2%
CCOc1cc(/C=C2/SC(=S)N(CC3CCCO3)C2=O)ccc1O (centres undefined)	2%	27%	6%	-4%	0	-4	?	?	0%	-27	-1%
Cc1cccc(C(=O)Oc2ccccc2-c2nnco2)c1	-14%	?	.	.	-2	10	-8%	-1%	.	3	.
Cc1ccc(S(=O)(=O)CCC(=O)OCC(=O)c2c(N)n(CC(C)C)c(=O)n(C)c2=O)cc1	-18%	?	-5%	-2%	.	-6	-5%	8%	2%	.	3%
Cc1ccc(OCC(=O)N(c2ccccn2)C2CCCCC2)c(C)c1	4%	15%	-1%	0%	0	8	0%	-2%	-4%	-12	-2%
N#C/C(=C\c1cc([N+](=O)[O-])c(N2CCOCC2)cc1N1CCOCC1)c1nc2ccccc2[nH]1	-6%	?	-6%	-1%	-1	-2	9%	-2%	-2%	10	-3%
Nc1ccc(Cl)c[n+]1Cc1cccc2cccnc12	1%	6%	-7%	-5%	-1	-7	-25%	0%	-4%	-13	1%
CC(=O)c1ccc(S(=O)(=O)NC2CC(=O)N(c3ccc4c(c3)OCCO4)C2)cc1 (centres undefined)	.	.	1%	-2%	.	36[activator]	1%	4%	1%	3	1%
